# RNase H inhibition – RNase H inhibition, HIV 1 Gag Pol polyprotein, FRET biochemical assay, screening (AID 372); HIV-1 RT RNase H, FRET RNA/DNA substrate fluorescence; higher % means a stronger effect; inhibition, % at 10 µM, or IC50 in µM where a hit was titrated; 0.77% of 100,000 active; in the data active = inhibition above about 50%
# * = called active by the depositor. A portion of the library; the hit share may differ from the screen's.
SMILES	RNase H inhibition
Cc1ccc([N+](=O)[O-])cc1/C=C1/SC(=S)N(c2cccc(C(F)(F)F)c2)C1=O	5%
COc1ccc(OC)c(S(=O)(=O)c2ccc(Br)cc2)c1	0%
CCN(CC)S(=O)(=O)c1ccc(NC(=O)c2ccc(Cl)cc2)cc1	1%
CCOC(=O)c1c(NC(C)=O)sc2c(Cl)c(C=NCc3ccccc3)ccc12	1%
COc1cc(NC(C)=O)c(Cl)cc1NC(=O)c1ccccc1	7%
COc1ccc(NC(=O)CN(c2ccc(C)c(Cl)c2)S(C)(=O)=O)cc1OC	7%
Cc1ccc(CNC(=O)CSc2ccc(Cl)cc2)cc1	19%
CC(=O)Nc1ccc(NS(=O)(=O)c2ccc(C(C)(C)C)cc2)cc1	11%
CCCCCCOC(=O)Nc1ccc(S(=O)(=O)Nc2ccc(Br)cc2)cc1	0%
CC(C)=C(NC(=O)c1ccccc1)C(=O)NCc1ccccc1Cl	9%

# Next section
SMILES	RNase H inhibition
COc1ccc(/C=C(\C#N)c2nn(CCO)c(N)c2C#N)cc1	9%
N/C(=N\N=C/c1ccc(F)cc1)N/N=C\c1ccc(F)cc1	8%
CCOC(=O)C(NC(=O)CCC(=O)Nc1ccc(S(N)(=O)=O)cc1)C(O)c1ccccc1 (stereo not drawn)	11%
COc1ccc(/C=C2\C=C(c3ccc(Cl)cc3)OC2=O)cc1C	7%
C=CCNC(=O)Cc1ccc(OC)cc1	9%
COc1ccc(OC)c(NC(=O)COc2c(C)cccc2C)c1	9%
O=C(Nc1cccc([N+](=O)[O-])c1)c1cccc(F)c1	5%
CC1(C)CC(=O)C(C=NCCN2CCN(C(=S)Nc3cccc(Cl)c3)CC2)=C(O)C1	8%
COc1ccccc1-n1c(O)c(C2=c3ccccc3=NC2=O)sc1=S	8%
O=C(O)CCCN1C(=O)C(=O)/C(=C(\O)c2ccc(Cl)cc2)C1c1ccc([N+](=O)[O-])cc1 (stereo not drawn)	4%

# Further compounds.
SMILES	RNase H inhibition
CCc1nnc(NC(=O)c2ccc(-c3cccc(Cl)c3)o2)s1	16%
CS(=O)(=O)N(CC(=O)NCCc1ccccc1)c1ccc(Br)cc1	8%
COc1cc(NC(=O)c2cc(Cl)ccc2OC)c(OC)cc1Cl	5%
O=C1CC(N2CCC(O)(c3ccc(Br)cc3)CC2)C(=O)N1c1ccc(Cl)cc1 (stereo not drawn)	10%
COc1ccc(-c2cc(-c3ccc(C)cc3)nc(N3CCCC3)n2)cc1	10%
CCCCSc1nnc2c(n1)OC1(CCCC1)Nc1ccccc1-2	1%
COC(=O)C1=C(C)NC2=C(C(=O)c3ccccc32)C1c1ccccc1OCc1ccccc1F (stereo not drawn)	10%
O=C(NC(Nc1cccc2ccccc12)C(=O)c1ccccc1)c1ccco1 (stereo not drawn)	5%
CC1(C)CC(=O)C2=C(C1)Nc1ccccc1NC2c1cccc2ccccc12 (stereo not drawn)	10%
COc1ccc(S(=O)(=O)Nc2cccc(NC(C)=O)c2)cc1	12%

# Other results follow:
SMILES	RNase H inhibition
Cc1ccc(N2C(=O)CC(NCCc3cccc(Cl)c3)C2=O)cc1 (stereo not drawn)	1%
CC(C)CCN1C(=O)c2ccc(C(=O)Nc3cc(C(=O)O)cc(C(=O)O)c3)cc2C1=O	2%
COc1ccc(N=Cc2ccccc2OCc2ccccc2)cc1	0%
O=C(COc1ccccc1Cl)Nc1ccc(O)cc1C(=O)O	9%
COc1ccc(C(N)=CC(=O)C(C)(C)C)cc1	7%
COc1cc(OC)c(/C=C/C(=O)c2ccc(C)cc2)cc1Br	24%
Clc1ccc(COc2ccc(/C=N/n3cnnc3)cc2)c(Cl)c1	3%
O=C(NC(=S)Nc1cc(-c2nc3ccccc3s2)ccc1Cl)c1ccc(Cl)cc1	33%
COc1ccc2c(c1)c(=O)oc1cc(OCc3ccc(F)cc3)ccc12	18%
O=c1c2ccccc2c(-c2ccccc2)nn1CCc1ccccc1	53%*

# The list continues.
SMILES	RNase H inhibition
COC(=O)c1c(C)oc2ccc(NS(=O)(=O)c3ccc4ccccc4c3)cc12	22%
CN1CCC(=NOc2ccc([N+](=O)[O-])cc2)CC1	3%
O=c1/c(=C/c2cccc(OCc3c(F)cccc3Cl)c2)sc2nc3ccccc3n12	0%
O=C(CC1c2ccccc2Oc2ccccc21)NCCOc1ccccc1	3%
Cc1ccc(-c2ccc(/C=N/N3C(=O)C4C5C=CC(CC5)C4C3=O)o2)c([N+](=O)[O-])c1 (stereo not drawn)	8%
Oc1cccc(/C=N/Nc2nc3ccccc3[nH]2)c1	0%
O=C(CSCc1cccc(Br)c1)NCc1ccco1	11%
COc1ccc(/C=N/N2C(=O)C3C4C=CC(C4)C3C2=O)cc1Br (stereo not drawn)	5%
COc1ccc(/C=C2\C(=O)N(c3cccc(C(=O)O)c3)N=C2C)cc1OC	8%
CC(=NCCN1CCNCC1)c1c(C)[nH]n(-c2ccc([N+](=O)[O-])cc2)c1=O	5%

# (next part)
SMILES	RNase H inhibition
Cc1ccc(NC(=O)c2cccc(OCc3ccccc3)c2)c([N+](=O)[O-])c1	3%
COC(=O)c1ccc(/C=C/C(=O)c2cccc(OC)c2)cc1	14%
CCOc1cccc(OCCOc2ccc(C)cc2)c1	5%
Clc1ccc(C2=NN(c3ccccc3)C(c3ccc(Cl)cc3)C2)cc1 (stereo not drawn)	10%
CCOCCOC(=O)c1ccc(NC(=O)c2cc3ccccc3o2)cc1	7%
Cc1cccc(NC2SC(=O)N(c3ccccc3)C2=O)c1 (stereo not drawn)	0%
COc1ccc(CN2CCN(Cc3ccccn3)CC2)c(OC)c1	0%
Cc1cccc(OCC(=O)NCC(=O)N/N=C/c2cccs2)c1	10%
COc1cc(C(C)=O)ccc1OC(=O)c1ccc(-c2ccccc2)cc1	11%
O=C1OC(c2ccccc2)/C(=C(\O)c2ccccc2)C1=O (stereo not drawn)	11%

# Reformatted: results already given.
CCOc1cccc(OCCOc2ccc(C)cc2)c1
  RNase H inhibition: 5%

Clc1ccc(C2=NN(c3ccccc3)C(c3ccc(Cl)cc3)C2)cc1 (stereo not drawn)
  RNase H inhibition: 10%

CCOCCOC(=O)c1ccc(NC(=O)c2cc3ccccc3o2)cc1
  RNase H inhibition: 7%

Cc1cccc(NC2SC(=O)N(c3ccccc3)C2=O)c1 (stereo not drawn)
  RNase H inhibition: 0%

# The listing continues:
SMILES	RNase H inhibition
Cc1ccc(S(=O)(=O)N2CCN(C/C=C/c3ccccc3)CC2)cc1[N+](=O)[O-]	9%
CC(=C=CC(C)(C)C1OCC(C)O1)CCC=C(C)C (stereo not drawn)	8%
O=C(Nc1ccc(S(=O)(=O)N2CCc3ccccc32)cc1)c1ccc(-c2ccccc2)cc1	0%
Cc1cccc(N2C(=O)NC(=O)/C(=C\c3ccc(OC(C)C(=O)O)cc3)C2=O)c1 (stereo not drawn)	10%
O=C(COC(=O)CSCC(=O)Nc1cccc2ccccc12)Nc1ccc(Br)cn1	0%
CCOc1cc(Br)c(Br)c(C=Nc2cc(Cl)ccc2C)c1O	12%
Cc1ccc(SCC(=O)N2CCN(C)CC2)cc1	0%
CC(C)OC(=O)c1c(NC(=O)/C=C/c2ccc([N+](=O)[O-])cc2)sc2c1CCCC2	13%
CC(=O)c1ccc(N2CCC(C)CC2)c(F)c1	10%
COc1ccc(C(=O)N/C(=C/c2ccc(OCCOc3ccccc3OC)cc2)C(=O)NCC2CCCO2)cc1 (stereo not drawn)	11%

# The results go on.
SMILES	RNase H inhibition
Cc1ccc(NC(=O)CSC(N)=O)c(C)c1	6%
C=CCSc1nnc2nc(C)cc(C)n12	0%
Cc1nc(NC(=O)c2ccccc2Br)sc1C	7%
O=C1NC(=S)S/C1=C\c1cc([N+](=O)[O-])ccc1Cl	3%
COc1cc(/C=N/NC(=O)c2ccncc2)ccc1OC(=O)c1cccc(F)c1	6%
CCOc1ccc(C(=O)Nc2cccc3nsnc23)cc1[N+](=O)[O-]	11%
Cc1nc(-c2ccc([N+](=O)[O-])cc2)nc2[nH]ccc(=O)c12	1%
O=C1C2C3C=CC(C3=C3CCCC3)C2C(=O)N1c1cccc([N+](=O)[O-])c1 (stereo not drawn)	10%
CCc1ccc2oc(-c3cccc(NC(=O)c4cccc(Cl)c4Cl)c3)nc2c1	12%
Cc1ccc(CC2S/C(=N\N=C\c3ccc(N(C)C)cc3)NC2=O)cc1 (stereo not drawn)	19%

# (cont.)
SMILES	RNase H inhibition
CC1=N/C(=C\c2ccc(/C=C3/N=C(C)OC3=O)cc2)C(=O)O1	9%
Cc1cc([N+](=O)[O-])ccc1-c1ccc(C(=O)Nc2ccc3oc(-c4ccccc4)nc3c2)o1	15%
CS(=O)(=O)N1CCN(CCCc2ccccc2)CC1	9%
O=C(Nc1ccccc1)O/N=C\c1ccncc1	2%
O=C1/C(=C\c2cccc(Br)c2)SC(=S)N1c1cccc(C(F)(F)F)c1	6%
Cc1ccc(C(=O)Nc2ncccc2Cl)cc1C	0%
CCOc1ccc(NC(=O)CN(c2ccc(C)cc2)S(=O)(=O)c2ccc(SC)cc2)cc1	8%
Cc1ccc(NC(=O)c2nc[nH]c2C(=O)N2CCCCC2)c(C(=O)c2ccccc2)c1	10%
O=C(NNC(=O)C1CC=CCC1)c1ccccc1Cl (stereo not drawn)	9%
O=C(O)c1ccccc1SC1CC(=O)N(c2ccc(Cl)c(C(F)(F)F)c2)C1=O (stereo not drawn)	0%

# Next section.
SMILES	RNase H inhibition
Cc1cc(=O)[nH]c(SCC(=O)N2CCCc3ccccc32)n1	11%
CCc1ccc(O)c(N=Cc2cc(Br)cc([N+](=O)[O-])c2O)c1	8%
NC(=O)c1nn2c(C(F)(F)F)cc(-c3ccccc3)nc2c1Cl	0%
CN(N)c1nc(-c2ccccc2)cc(-c2ccc(Br)cc2)n1	5%
COCC(C)NC(=O)/C=C/c1ccccc1Cl (stereo not drawn)	15%
CCCCSc1nc2c(c(=O)n1CC1CCCCC1)C1(CCCCC1)Cc1ccccc1-2	12%
CCOC(=O)C1=C(C)N=c2s/c(=C\c3cc(C)n(-c4ccc(Br)cc4)c3C)c(=O)n2C1c1ccccc1Cl (stereo not drawn)	22%
Cc1ccc(S(=O)(=O)N2CCN3CN(S(=O)(=O)c4ccc(C)cc4)CC([N+](=O)[O-])(C3)C2)cc1 (stereo not drawn)	16%
COc1cc2c(-c3cccc([N+](=O)[O-])c3)nc3c(c(-c4ccccc4)nn3-c3ccccc3)c2cc1OC	16%
COc1cccc(C(C(F)(F)F)P(C)(=O)O)c1 (stereo not drawn)	5%

# Arranged by molar mass (ascending): part of the list above
SMILES	RNase H inhibition
Cc1cc(=O)[nH]c(SCC(=O)N2CCCc3ccccc32)n1	11%
NC(=O)c1nn2c(C(F)(F)F)cc(-c3ccccc3)nc2c1Cl	0%
CCOC(=O)C1=C(C)N=c2s/c(=C\c3cc(C)n(-c4ccc(Br)cc4)c3C)c(=O)n2C1c1ccccc1Cl (stereo not drawn)	22%

# (further entries)
SMILES	RNase H inhibition
Cc1ccc(O)c(N=Cc2cccc(C)c2O)c1	9%
N#C/C(=C\c1ccc(N2CCCCC2)o1)C(=O)Nc1ccccc1F	6%
O=C1C(=Cc2cc(Br)ccc2OCc2ccccc2)C(=O)c2ccccc21	13%
COc1ccccc1NC(=O)/C(=C\c1cccnc1)NC(=O)c1ccc(C)cc1	10%
O=S(=O)(CCc1nc2ccccc2s1)c1ccc(Cl)cc1	15%
O=C(Cc1ccccc1)NC(=S)Nc1ccc(Cl)c(Cl)c1	15%
Cc1ccc(-n2nc3cc(C)c(NC(=O)/C=C\c4ccco4)cc3n2)cc1	0%
CC(C)(C)c1ccc(C(=O)NNC(=O)c2ccc(Br)cc2)cc1	3%
CN1C(=O)/C(=C\C(Br)=C\c2ccccc2)SC1=S	1%
CN1CCN(Cn2c(O)c(N=NC(=O)c3ccccc3)c3ccccc32)CC1	0%

# Next part:
SMILES	RNase H inhibition
CCCc1ccc(C(=O)O/N=C(\N)c2ccccn2)cc1	7%
COc1ccc(N2C(=O)/C(=C/c3ccc(-c4ccc(C(=O)O)c(Cl)c4)o3)C(=O)NC2=S)cc1	14%
COc1ccc2c(c1OC)C(=O)N(c1ccc(C(C)=O)cc1)C2	12%
CC(C(=O)N1CCN(Cc2ccc(Cl)cc2)CC1)N1C(=O)c2ccccc2C1=O (stereo not drawn)	7%
Cc1ccccc1N1C(=O)C(O)=C(C(=O)/C=C/c2ccccc2)C1c1ccc([N+](=O)[O-])cc1 (stereo not drawn)	1%
CCOc1ccc(S(=O)(=O)N2CCN(c3ccccc3OC)CC2)cc1	10%
CCOc1ccc(N(CC(=O)Nc2ccccc2C(=O)OC)S(=O)(=O)c2ccccc2)cc1	10%
O=C(NNC(=O)c1cc([N+](=O)[O-])cc([N+](=O)[O-])c1)c1ccncc1	16%
COc1ccc2c(Cl)c(C(=O)n3cnc4ccccc43)sc2c1	8%
CCCCOc1ccc(C(=O)NC(=S)Nc2cccc(Cl)c2C)cc1	13%

# Next part.
SMILES	RNase H inhibition
O=C(/C=C/c1ccco1)Nc1ccc(Br)cc1F	34%
O=C(NC(=S)Nc1ccc(Cl)cn1)c1cccc(Br)c1	18%
Cc1ccc(C(=O)Nc2ccc(NC(=O)c3ccc(C(C)(C)C)cc3)cc2)cc1C	11%
O=C1NC(=S)N(c2ccccc2)C(=O)/C1=C/c1ccc(O)c(Cl)c1	7%
O=C(Cc1cccs1)N/N=C/c1cc(Br)ccc1F	9%
COc1cc(/C=C/C(=O)Nc2ccc(F)cc2)ccc1OCc1ccc(Cl)cc1	10%
COc1ccc(-n2c(=O)c3c4c(sc3n3c(SCCC(C)C)nnc23)CCCC4)cc1	8%
COc1ccc(Cl)cc1C(=O)Nc1c(C)cc(C)cc1C	11%
CC(=O)NC1=C(Cl)C(=O)c2ccccc2C1=O	13%
CCCc1[nH]n(-c2ccc([N+](=O)[O-])cc2)c(=O)c1C=NCc1ccncc1	1%
C(=Nc1ccc(Cc2ccc(N=Cc3ccc4ccccc4c3)cc2)cc1)c1ccc2ccccc2c1	47%
